Bioassay records from PubChem BioAssay.
hiPSC survival = enhancers of human iPSC single-cell survival; hiPSC single-cell survival, ATPlite luminescence; 100% = ROCK inhibitor wells, 0% = DMSO; survival enhancement, % at 20 µM; actives 0.044% (n = 360,000); AID 602274; in the data active means survival enhancement above about 18%;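 further: cells exposed to compounds for 16 hours before the ATP read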
CF NFkB inh = blocks PAF-induced NF-kB reporter in cystic fibrosis cells. KKLEB NF-kB-GFP reporter, GFP fluorescence overnight. inhibition, % at 5 µM. actives 0.86% (n = 360,000). AID 588850;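 active means at least 50% inhibition at 5 µM, scaled per plate between neutral and stimulator controls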;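 further: PAF is a Pseudomonas aeruginosa culture filtrate used as stimulus; plate controls were PAF-stimulated DMSO wells for no effect and unstimulated DMSO wells for full effect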
Shn3 3UTR inh = inhibitors of Schnurri-3 3'UTR reporter in osteoblasts; Clone20 osteoblast Shn3 3'UTR firefly luciferase, 24 h; inhibition, % at 12.5 µM; actives 0.52% (n = 360,000); AID 588674;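 active means mean inhibition of at least 75% with every replicate also reaching 75%; inconclusive means mean inhibition at least 75% but some replicate below; inactive means mean inhibition below 75%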;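 further: 0% = median of neutral control wells and 100% = pilot-screen positive control compound; some compounds past the cut are filed as inactive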
NR2E3 ag-1 = activates human photoreceptor nuclear receptor NR2E3; Q9Y5X4; AID 2300; inhibition of corepressor binding, % at 4.78 µM; actives 0.12% (n = 320,000); GST-NR2E3/biotin-RetCOR TR-FRET, 1536-well;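 active means percent inhibition above the cutoff of mean plus 3 SD of all tested compounds, set per screening campaign, cut at about 20% in these data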;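 further: 0% = DMSO wells and 100% = biotin wells as full block of FRET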
Target sequence (Q9Y5X4 whole entry, looked up): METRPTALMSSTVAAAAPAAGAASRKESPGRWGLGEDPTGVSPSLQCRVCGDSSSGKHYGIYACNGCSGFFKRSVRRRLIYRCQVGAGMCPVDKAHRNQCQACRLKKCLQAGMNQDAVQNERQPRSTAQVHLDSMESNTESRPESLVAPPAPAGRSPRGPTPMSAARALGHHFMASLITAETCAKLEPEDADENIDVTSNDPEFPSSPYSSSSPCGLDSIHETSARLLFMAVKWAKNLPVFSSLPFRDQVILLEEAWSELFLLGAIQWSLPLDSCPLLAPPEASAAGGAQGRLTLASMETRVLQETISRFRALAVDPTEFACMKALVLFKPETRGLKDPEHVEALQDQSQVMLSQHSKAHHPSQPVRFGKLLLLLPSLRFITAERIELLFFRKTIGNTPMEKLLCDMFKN
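System: GST-tagged NR2E3 plus biotinylated RetCOR corepressor; Amount: 1.35 nM GST-tagged NR2E3 final; Dosing: single nominal compound dose of 4.8 µM; Schedule: 5 h incubation at 4 °C; Technique: TR-FRET with europium anti-GST and streptavidin-D2, 340 nm excitation; Controls: biotin wells as high control, 0.6% DMSO wells as low control.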
Peg3 prom inh = Peg3 promoter activity inhibition | HeLa PEG-Prom luciferase reporter, luminescence, overnight | inhibition, % at 20 µM | actives 1.7% (n = 360,000);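 active means inhibition of at least 50% at 20 µM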
EBV LMP1 NFkB = inhibitors of Epstein-Barr LMP1-induced NF-kappaB reporter; LMP1-induced NF-kappaB luciferase reporter cells, luminescence; inhibition, % at 12.5 µM; actives 0.69% (n = 350,000); in the data active means inhibition above about 41%; inconclusive means no clear call, values can overlap the other calls;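 further: 0% = neutral control wells and 100% = reference inhibitor control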
NR2E3 ag-2 = activates human NR2E3 receptor | CHO-S Gal4-NCOR/VP16-NR2E3 two-hybrid, luciferase | Q9Y5X4 | inhibition of corepressor binding, % at 3.98 µM | AID 602229 | actives 0.35% (n = 360,000);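 active means inhibition above the mean of all tested compounds plus 3 SD, cut at about 70% in these data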;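 further: 0% = DMSO with NR2E3 transfected cells and 100% = cells lacking NR2E3 construct; higher means lower luciferase signal from less NR2E3 corepressor binding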
TRAIL sens C8 = caspase-8 TRAIL sensitization; NB7+C8 cells + TRAIL, ATPlite viability luminescence; inhibition (viability loss, TRAIL sensitization), % at 10 µM; actives 1% (n = 360,000); AID 624354;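 active means compounds causing at least 50% loss of cell viability in the single-dose screen, relative to plate controls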
HIF-2a inh = blocks HIF-2a reporter activity; 786-0 RCC cells HIF-2a reporter, luciferase luminescence, overnight; inhibition, % at 18.8 µM; actives 0.72% (n = 360,000);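 active means inhibition of the luminescence signal of 40% or more relative to plate controls, in a single-dose primary screen at 18.75 µM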
TRPM1 prom inh = inhibitors of MITF-driven TRPM1 promoter in melanoma cells; SK-MEL-5 TRPM1 promoter luciferase, 24 h; inhibition, % at 12.5 µM; actives 0.83% (n = 330,000); AID 488899;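 active means mean inhibition across replicates of 60% or more, whatever share of single replicates reaches that level; inconclusive means some that reach 60%, reason not given; inactive means mean inhibition across replicates below 60%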; further: values of inactives mirror those of a sister screen read the other way
KKLEB tox = counter-screen for CF NF-kB inhibitors: cytotoxicity; KKLEB CF airway cells viability, ATPlite luminescence, overnight; active compounds read low; cells stimulated with P. aeruginosa culture filtrate; activity change (cytotoxicity), % at 5 µM; actives 0.36% (n = 360,000); AID 602141;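 active means corrected activity change at or below -50% at 5 µM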
The depositor's hits bear a star; ? = inconclusive; . = not tested or not shown; & = joins results of further samples. An excerpt; rates above refer to the full screens.

1	Cc1c(O)c(CN2CCCCC2)cc2c3c(c(=O)oc12)CCC3
2	Fc1cccc(Cc2c(-c3ccc(Cl)cc3)nc3c(Cl)cc(C(F)(F)F)cn23)c1
3	COc1ccc(C2NC(C(=O)O)Cc3c2[nH]c2ccccc32)cc1CN1CCN(c2ccc(F)cc2)CC1 (centres undefined)
4	N/C(=N\N=C/c1ccc(F)cc1)N/N=C\c1ccc(F)cc1
5	O=C(NC(Cc1nn[nH]n1)C(=O)OCc1ccccc1)OCc1ccccc1 (centres undefined)
6	CCN(CC(=O)Nc1ccc2c(c1)OCCO2)C(=O)c1ccc(C)c(S(=O)(=O)N2CCOCC2)c1

compound no.,1,2,3,4,5,6
hiPSC survival,-0.4,-0.6,-0.1,-0.9,1.8,0.5
CF NFkB inh,-7,19,-17,0,21,-17
Shn3 3UTR inh,9,-50,3&3,14,24,3
NR2E3 ag-1,1,.,3,-3,.,0
Peg3 prom inh,10,-11,8,23,2,-24
EBV LMP1 NFkB,-2,.,4,-13,0,7
NR2E3 ag-2,-11,12,9,-11,-8,-18
TRAIL sens C8,7,4,-4,15,-7,9
HIF-2a inh,-6,1,16,-99,12,2
TRPM1 prom inh,-13,.,19,10,.,-4
KKLEB tox,4,-16,1,-16,-12,26

7	COCC(C)NC(=O)c1ccc2c(c1)S(=O)(=O)c1ccccc1C2=O (centres undefined)
8	C#CCOc1ccccc1CNc1ccccc1
9	Cc1ccc(S(=O)(=O)n2nc(C)cc2N)cc1
10	CCNC(=O)C1(C)CCN(C(=O)c2cccc3ccccc23)C1 (centres undefined)
11	O=S(=O)(Cc1ccccc1)Nc1ccccc1
12	O=C(O)COc1ccccc1/C=N/NC(=O)c1cccc(S(=O)(=O)N2CCOCC2)c1

compound no.,7,8,9,10,11,12
hiPSC survival,-0.3,-2.0,-2.4,-1.1,0.6,-0.5
CF NFkB inh,1,-12,1,0,-8,4
Shn3 3UTR inh,4,7,-78,-10,-4,-3
NR2E3 ag-1,6,1,4,.,3,3
Peg3 prom inh,-6,4,2,-11,-5,-1
EBV LMP1 NFkB,-3,2,2,.,9,11
NR2E3 ag-2,-14,8,-10,-5,-9,2
TRAIL sens C8,0,-4,-5,-19,7,-3
HIF-2a inh,15,14,14,1,7,12
TRPM1 prom inh,4,1,5,.,-1,5
KKLEB tox,-17,1,-10,4,13,-20

An excerpt from above in order of molecular weight, smallest number first:
8	C#CCOc1ccccc1CNc1ccccc1
11	O=S(=O)(Cc1ccccc1)Nc1ccccc1
9	Cc1ccc(S(=O)(=O)n2nc(C)cc2N)cc1

compound no.,8,11,9
hiPSC survival,-2.0,0.6,-2.4
CF NFkB inh,-12,-8,1
Shn3 3UTR inh,7,-4,-78
NR2E3 ag-1,1,3,4
Peg3 prom inh,4,-5,2
EBV LMP1 NFkB,2,9,2
NR2E3 ag-2,8,-9,-10
TRAIL sens C8,-4,7,-5
HIF-2a inh,14,7,14
TRPM1 prom inh,1,-1,5
KKLEB tox,1,13,-10

Additional records
13	Cc1cc([N+](=O)[O-])nn1CCCC(=O)Nc1cccc(Cl)c1Cl
14	O=C(Cc1cccs1)N(Cc1ccco1)C1(C(=O)NC2CCCCC2)CCCCC1
15	Cc1ccc(C(=O)N/C(=C\c2cccc([N+](=O)[O-])c2)C(=O)NCc2ccncc2)cc1
16	CC(=O)Nc1ccc(C(=O)NNC(=O)Cc2ccccc2)cc1
17	CN1CCC(N2CCN(C3CN(Cc4ccc(F)cc4)S(=O)(=O)C3)CC2)CC1 (centres undefined)
18	COc1cccc(/C=C(\C#N)c2nc3ccccc3[nH]2)c1OCC(=O)O

compound no.,13,14,15,16,17,18
hiPSC survival,-0.5,-2.0,-0.3,-0.4,1.6,0.2
CF NFkB inh,7,-3,6,4,-12,12
Shn3 3UTR inh,-1,15,-8,-3,2,-11
NR2E3 ag-1,-3,-3,2,-2,.,2
Peg3 prom inh,3,21,1,-1,-15,-33
EBV LMP1 NFkB,-4,-2,0,1,.,-6
NR2E3 ag-2,-26,-16,1,-29,-9,-54
TRAIL sens C8,-10,4,-9,-1,1,-11
HIF-2a inh,-5,13,2,4,1,-117
TRPM1 prom inh,-5,-3,-1,-12,.,.
KKLEB tox,-5,-4,-7,5,-1,0

19	Cn1nc(C(C)(C)C)cc1C(=O)N1CCCC(c2cc(C(=O)NCc3ccccc3)no2)C1 (centres undefined)
20	CN=C1S/C(=C\c2ccc(O)c(Br)c2)C(=O)N1C
21	COc1ccc(OCCC(=O)Nc2ccc(S(N)(=O)=O)cc2)cc1
22	CN(C(=O)COC(=O)C1CCN(S(=O)(=O)c2ccc3c(c2)OCCO3)CC1)C1CCS(=O)(=O)C1 (centres undefined)
23	O=C(CCC1CCCCC1)NCCS(=O)(=O)N1CCN(c2ccccc2)CC1
24	Cc1ccc(NC(=O)c2cc(=O)[nH]c3ccc(S(=O)(=O)N4CCOCC4)cc23)nc1

compound no.,19,20,21,22,23,24
hiPSC survival,2.0,0.0,-0.1,0.2,0.1,0.4
CF NFkB inh,3,28,12,16,-10,-20
Shn3 3UTR inh,31,-8,-1,-10,1,19
NR2E3 ag-1,.,2,-1,-3,-3,3
Peg3 prom inh,13,-9,4,10,10,5
EBV LMP1 NFkB,.,45*,-8,2,4,-5
NR2E3 ag-2,4,-10,-31,-5,13,-11
TRAIL sens C8,-3,6,2,9,-1,-2
HIF-2a inh,14,-100,10,11,6,19
TRPM1 prom inh,.,3,-3,3,12,0
KKLEB tox,-12,-37,4,-8,3,15

25	CCc1cc2c3c(c1)C1(C(=O)N3C(C)(C)C=C2C)C(C#N)=C(N)Oc2[nH]c(=O)[nH]c(=O)c21 (centres undefined)
26	CC1(C(=O)NCc2ccc(C(F)(F)F)cc2)CCN1Cc1cc2ccccc2o1 (centres undefined)
27	O=C(/C=C/c1ccc(Cl)cc1Cl)c1cccnc1
28	Cc1cnc(NC(=O)c2ccccn2)s1
29	N[C@@H](Cc1ccccc1)c1nnc(SCc2ccccc2Cl)o1
30	O=C(OCc1nc2ccccc2c(=O)[nH]1)c1cccs1

compound no.,25,26,27,28,29,30
hiPSC survival,-0.6,-3.1,3.2,-0.5,0.9,-2.1
CF NFkB inh,16,-25,0,-1,1,0
Shn3 3UTR inh,-4,11,-14,-14,13,-5
NR2E3 ag-1,-1,.,4,0,0,1
Peg3 prom inh,17,18,23,-63,10,-13
EBV LMP1 NFkB,-5,.,14,?,-6,-3
NR2E3 ag-2,-22,30,-7,-115,-35,-35
TRAIL sens C8,-4,10,5,56*,1,-15
HIF-2a inh,6,14,7,-57,13,-24
TRPM1 prom inh,14,.,0,4,-10,-1
KKLEB tox,6,1,12,0,7,-14

From entry 25 as far as 27, as listed above:
25	CCc1cc2c3c(c1)C1(C(=O)N3C(C)(C)C=C2C)C(C#N)=C(N)Oc2[nH]c(=O)[nH]c(=O)c21 (centres undefined)
26	CC1(C(=O)NCc2ccc(C(F)(F)F)cc2)CCN1Cc1cc2ccccc2o1 (centres undefined)
27	O=C(/C=C/c1ccc(Cl)cc1Cl)c1cccnc1

compound no.,25,26,27
hiPSC survival,-0.6,-3.1,3.2
CF NFkB inh,16,-25,0
Shn3 3UTR inh,-4,11,-14
NR2E3 ag-1,-1,.,4
Peg3 prom inh,17,18,23
EBV LMP1 NFkB,-5,.,14
NR2E3 ag-2,-22,30,-7
TRAIL sens C8,-4,10,5
HIF-2a inh,6,14,7
TRPM1 prom inh,14,.,0
KKLEB tox,6,1,12

Remaining list, next part
31	O=C(NNC(=O)c1cccs1)c1ccc(S(=O)(=O)N2CCCCC2)cc1
32	O=C(Cn1cc2c(n1)CCCC2)NCc1ccccn1
33	Cc1ccc(NC(=O)CSc2nnc(C3CC3)n2CC2CCCO2)c(C)c1 (centres undefined)
34	CCCN1CCN(C(=O)C2CCCN(c3ncnc4c3nc3n4CCCCC3)C2)CC1 (centres undefined)
35	O=C(NN=C1CCCCCC1)c1ccncc1
36	CNC(=O)c1ccc(CN(C)CC(=O)Nc2ccccc2C(=O)NC2CC2)cc1

compound no.,31,32,33,34,35,36
hiPSC survival,-0.8,0.6,-0.4,0.2,-0.3,-2.2
CF NFkB inh,-10,-25,-2,-26,-5,1
Shn3 3UTR inh,11,-2,5,0,-28,1
NR2E3 ag-1,0,0,-2,3,.,11
Peg3 prom inh,8,-2,-2,0,11,4
EBV LMP1 NFkB,-8,-2,-8,-2,2,-1
NR2E3 ag-2,4,-21,5,-6,-22,18
TRAIL sens C8,15,-7,-3,-4,-1,5
HIF-2a inh,9,9,10,24,9,19
TRPM1 prom inh,4,-7,-6,-5,-3,2
KKLEB tox,7,14,3,14,0,1

37	CCCC(=O)Nc1cccc(NC(=O)c2ccc3c(c2)OCO3)c1
38	CCOCCCNc1nc2c([nH]1)c(=O)n(C)c(=O)n2C
39	O=C(Cn1cc(/C=N/O)c2ccccc21)N1CCOCC1
40	COc1cccc(NC(=O)COc2coc(CN3CCN(c4ccccc4)CC3)cc2=O)c1
41	O=C(N1CCCCCC1)n1c(Cc2ccccc2)nc2ccccc21
42	CCN(c1cccc(C)c1)S(=O)(=O)c1ccc2c(c1)NC(=O)CCS2
43	Cn1cnnc1SC1c2cccc3cccc(c23)C1NS(=O)(=O)c1ccc(Cl)cc1 (centres undefined)
44	Cc1nnc(C)n1N
45	CC1CCCN(CCCOc2ccc(Br)cc2Cl)C1 (centres undefined)

compound no.,37,38,39,40,41,42,43,44,45
hiPSC survival,-0.8,2.6,2.7,-0.2,3.9,0.7,-0.7,0.5,-0.6
CF NFkB inh,-4,4,-7,11,8,11,-11,-1,6
Shn3 3UTR inh,-12,11,-39,8,17,2,16,9,8
NR2E3 ag-1,1,-1,0,1,1,4,2,-1,0
Peg3 prom inh,-30,-12,7,22,12,16,22,13,-106
EBV LMP1 NFkB,-12,0,-4,11,3,-7,-4,5,-9
NR2E3 ag-2,-10,22,-26,-14,-31,-13,-5,-5,-31
TRAIL sens C8,0,8,6,8,-3,-5,-1,-5,-5
HIF-2a inh,-40,1,5,2,6,12,26,19,-108
TRPM1 prom inh,-7,-9,8,-2,-10,3,4,3,-31
KKLEB tox,7,-6,6,-4,-21,-4,-2,1,-8
